aSyn yeast inh – inhibitors of alpha-synuclein toxicity in yeast; AID 652106; Yeast expressing alpha-synuclein, growth rescue, BacTiter-Glo, 24 h; Potency, µM (top dose mostly 46.1 µM), for inactives: at the highest dose growth rescue (activation), actives largely listed as activators; hit rate 0.14% among 370,000; further: potency means the concentration at half of the fitted maximal effect; % of control where 0% means no effect; nearly all actives have a fitted effect of over 65% in size
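Screening used galactose-induced yeast with toxic alpha-synuclein levels, exposed to compound for 24 hr at 30 deg C. Cell growth, read with BacTiter-Glo luminescence, gave the measured signal.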
GLP1R inv ag – GLP-1 receptor (human) inverse agonism. hit rate 1.6% among 410,000. AID 624417. P43220. HEK293 GLP-1R CRE-luciferase, luminescence, 24 h; GLP-1R form is constitutively active. Potency, µM (titrated, usually from 38.3 µM), for the others: top-dose activity change, negative = inhibition, usual class: inhibitors; further: potency means the concentration at half of the fitted maximal effect; on the % scale 0 is the no-effect control and ±100 the full control effect; nearly all actives have a fitted effect of over 55% in size
Target sequence (P43220 whole entry, looked up): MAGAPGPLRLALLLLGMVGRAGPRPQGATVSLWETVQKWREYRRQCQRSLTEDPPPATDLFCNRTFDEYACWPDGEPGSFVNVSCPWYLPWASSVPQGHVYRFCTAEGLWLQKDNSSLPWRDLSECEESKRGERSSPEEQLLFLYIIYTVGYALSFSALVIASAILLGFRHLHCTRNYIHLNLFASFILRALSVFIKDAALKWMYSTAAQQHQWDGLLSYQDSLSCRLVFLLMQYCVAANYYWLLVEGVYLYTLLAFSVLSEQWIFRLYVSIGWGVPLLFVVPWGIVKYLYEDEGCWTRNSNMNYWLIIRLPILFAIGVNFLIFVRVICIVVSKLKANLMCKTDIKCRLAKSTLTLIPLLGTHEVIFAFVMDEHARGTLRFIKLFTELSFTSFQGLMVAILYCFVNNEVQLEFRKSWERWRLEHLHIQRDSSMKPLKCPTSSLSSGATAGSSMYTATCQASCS
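GLP-1R inverse agonism mode: basal reporter luminescence in engineered HEK293 cells measured after one day of compound exposure at 37 deg C, with a 12 min room-temperature detection step.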
GLP-1R agonist – GLP-1 receptor (human) agonism. AID 624172. P43220. HEK293 GLP-1R CRE-luciferase, luminescence, 4-6 h; cells express a hypersensitive GLP-1R form. hit rate 0.007% among 380,000. Potency, µM (doses to about 45.6 µM), inactives show top-dose activation, most hits filed as activators; further: potency means the concentration at half of the fitted maximal effect; % of control where 0% means no effect
TDP-43 yeast inh – rescues yeast growth from TDP-43 toxicity; Potency, µM (series often up to 46.1 µM), inactives show top-dose growth rescue (activation), most hits filed as activators; hit rate 1.8% among 410,000; TDP-43 expressing yeast growth rescue, BacTiter-Glo, 24 h; further: potency means the concentration at half of the fitted maximal effect; % of control where 0% means no effect; nearly all actives have a fitted effect of over 50% in size
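Growth rescue of TDP-43-toxic yeast measured as ATP luminescence (BacTiter-Glo). Cells grown to mid-log in raffinose, induced in galactose at OD600=0.02, exposed to compound 24 hr at 30 deg C.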
DRD3 antagonist – D3 dopamine receptor (human) antagonism. D3R cells, DiscoveRx beta-arrestin luminescence, antagonist mode; active compounds read low. hit rate 2.5% among 360,000. max response, negative = inhibition, %; in the data active means max response below about -50%; inconclusive means no clear call, values can overlap the other calls; further: on the % scale 0 is the no-effect control and ±100 the full control effect; mostly tested at two doses, the higher about 12 µM
Target sequence (P35462 whole entry, looked up): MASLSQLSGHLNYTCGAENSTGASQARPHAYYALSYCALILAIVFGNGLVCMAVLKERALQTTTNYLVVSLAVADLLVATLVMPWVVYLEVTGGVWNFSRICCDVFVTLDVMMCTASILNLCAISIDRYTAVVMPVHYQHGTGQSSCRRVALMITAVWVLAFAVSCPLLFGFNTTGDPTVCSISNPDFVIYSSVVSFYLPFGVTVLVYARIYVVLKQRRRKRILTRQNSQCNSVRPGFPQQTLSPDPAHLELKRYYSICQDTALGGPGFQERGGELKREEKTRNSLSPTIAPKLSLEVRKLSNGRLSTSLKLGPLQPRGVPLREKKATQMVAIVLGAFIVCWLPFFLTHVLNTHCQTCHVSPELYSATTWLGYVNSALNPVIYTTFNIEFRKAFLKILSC
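Cells plated overnight at 1500 cells/well, then exposed to library compounds with dopamine controls for 90 minutes at 37 degrees C. DiscoveRx reagent added for 30–60 minutes at room temperature; luminescence read, quantitative HTS format.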
pAkt inh – blocks phosphorylation of Akt | Neuro2A IGF-stimulated pAkt S473 HTRF, 20 min; active compounds read low | activity change, % for hits at 50 µM | hit rate 0.32% among 360,000 | AID 651550; in the data active means activity change below about -80%; inconclusive means mostly about -51% to -80%; further: on the % scale 0 is the no-effect control and ±100 the full control effect
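Neuro2A cells (4,500/well, DMEM with 0.5% FBS) were treated with compound at a single 50 µM final concentration, stimulated with 6 nM IGF for 20 min at 37 °C, and lysed. Phospho-Akt Ser473 was read by HTRF as 665/615 ratio ×10^4.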
Abeta yeast res – restores growth of yeast expressing A-beta42 peptide; yeast expressing A-beta42, growth rescue, OD600, 48 h; response scale: 0% DMSO, 100% iron-clioquinol control; Potency, µM (titrated, usually from 46.1 µM), without a hit: at the highest dose growth rescue, usual class: activators; hit rate 0.063% among 410,000; AID 1347071; further: potency means the concentration at half of the fitted maximal effect; nearly all actives have a fitted effect of over 55% in size
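Growth rescue measured by 600 nm absorbance after 48 h yeast culture at 30 C with compound. Values normalized between DMSO and an equimolar ferric chloride plus clioquinol control.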
PTHR1 agonist – agonists of human PTHR1 parathyroid hormone receptor; AID 743266; Potency, µM (doses to about 115 µM), inactives show at the highest dose activation, usual class: activators; hit rate 0.075% among 410,000; HEK293 GP2 PTHR1 cells, GloSensor cAMP luminescence, 1 h; Q03431; further: potency means the concentration at half of the fitted maximal effect; nearly all actives have a fitted effect of over 55% in size; some results filed as inactive show a strong effect at the top dose; inactives centre near -15; many of its hits are not listed in these tables
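HEK-293-derived GP2 cells expressing PTHR1 and a GloSensor cAMP reporter, 3,000/well, plated overnight, given luciferin plus IBMX (each 0.5 mM as added) for 1 h at 37 °C, then compound for 1 h at 37 °C. Luminescence was read after 15 min at room temperature.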
FUS yeast rescue – rescues growth of FUS-expressing yeast | S. cerevisiae FUS-expressing, growth rescue, OD600, 24 h | Potency, µM (series often up to 76.6 µM), inactives show top-dose growth rescue (activation), hits mostly activators | hit rate 0.24% among 390,000;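 further: potency means the concentration at half of the fitted maximal effect; plate controls were DMSO vehicle for no effect and reference control for full effect; nearly all actives have a fitted effect of over 55% in size; some results filed as inactive show a strong effect at the top dose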
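Absorbance at 600 nm, taken 24hr after compound addition, measured rescue of FUS-yeast growth at 30C. Induction used 2% galactose with seeding at OD 0.005. Controls: CP55940 from 92uM final, DMSO only.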
Numbers without * were called inactive; i = inactive; ? = inconclusive; . = not tested or not shown; & = joins results of further samples; [ ] = remark or other dose. Unless noted, the call rests on the fitted dose curve; in most records, active means well fitted curve in the direction sought with a large enough effect; inconclusive means small, poorly fitted or top-dose-only effect, or another doubt; inactive means no such curve, though single readings can be large; an effect the other way counts as inactive or inconclusive. Some of the compounds tested; rates above refer to the full screens.

SMILES	aSyn yeast inh	GLP1R inv ag	GLP-1R agonist	TDP-43 yeast inh	DRD3 antagonist	pAkt inh	Abeta yeast res	PTHR1 agonist	FUS yeast rescue
CCOC(=O)C1(c2ccccc2)CCN(CCC(=O)Nc2cccc(Br)c2)CC1	2%	3.2µM*	12%	-27%	-87*	i	12%	-23%	20%
CCCCC(=O)Nc1c(C(=O)N2CCN(c3ccccc3F)CC2)oc2ccccc12	.	?	.	13%	.	.	-4%	-17%	24%
Cc1ccccc1NS(=O)(=O)c1ccc(OCC(=O)N2CCN(C)CC2)cc1	1%	?	13%	12%	-10	i	4%	i	6%
CCCCOC(=O)c1ccccc1C(=O)OCc1ccccc1	12%	?	12%	23%	-5	i	-8%	i	-30%
COc1ccc(Cn2c(O)c(/C=N/NC(=O)c3ccccc3)c(=O)[nH]c2=O)cc1	-13%	10%	-5%	17%	4	i	-17%	-12%	18%
COc1cccc(OCc2cc(C(=O)N3C[C@H]4C[C@@H](C3)c3cccc(=O)n3C4)no2)c1	0%	7%	-1%	18%	4	i	9%	-14%	-14%
Nc1ccccc1Nc1ccc([N+](=O)[O-])cc1[N+](=O)[O-]	13%	5%	11%	?	4	i	23%	-5%	32%
S=C(NCCc1ccccc1)N1Cc2cc(N3CCOCC3)ccc2-n2nncc2C1	3%	19%	-3%	0%	3	i	4%	-12%	?
COC(=O)C1=C(c2ccc(Cl)c(C(F)(F)F)c2)C[C@@H]2CC[C@H]1N2C(=O)NCc1ccco1	1%	?	-3%	22µM*	12	i	-1%	-20%	31%
CCCNC(=O)N1[C@H]2CC[C@@H]1C(C(=O)OC)=C(c1ccc(OC(F)(F)F)cc1)C2	7%	?	17%	22%	26	i	5%	-36%[inhibitor]	-1%
O=C1/C(=C/c2ccc3c(c2)OCO3)N2CCC1CC2	10%	-16%	3%	-12%	-13	i	7%	i	-4%
O=C(c1c[nH]cc1-c1ccccc1)c1cccc2ccccc12	1%	?	-1%	-6%	-15	i	26%	i	6%
COc1cc2[nH]c(=O)n(-c3cccc(Cl)c3)c(=O)c2cc1OC	-1%	6%	-6%	3%	?	i	-10%	-6%[57.5 µM]	34%
CN1CCN(c2ccc(N)cc2Cl)CC1	5%	-19%	1%	-4%	-60*	i	-20%	-30%[inhibitor]	8%
CCCCCCCC(=O)NC(Oc1ccccc1[N+](=O)[O-])C(Cl)(Cl)Cl (centres undefined)	0%	?	13%	?	-13	i	?	-23%[57.5 µM]	-5%

Overlap with the part before: 2 entries, followed by the next part.
SMILES	aSyn yeast inh	GLP1R inv ag	GLP-1R agonist	TDP-43 yeast inh	DRD3 antagonist	pAkt inh	Abeta yeast res	PTHR1 agonist	FUS yeast rescue
CN1CCN(c2ccc(N)cc2Cl)CC1	5%	-19%	1%	-4%	-60*	i	-20%	-30%[inhibitor]	8%
CCCCCCCC(=O)NC(Oc1ccccc1[N+](=O)[O-])C(Cl)(Cl)Cl (centres undefined)	0%	?	13%	?	-13	i	?	-23%[57.5 µM]	-5%
CCCOP(=O)(OCCC)C(NC(=O)c1ccccc1)=C(Cl)Cl	-5%	1%	1%	2%	4	i	0%	i	.
Cc1cccc(C)c1-n1nnnc1C(c1cccc2ccccc12)N1CCC(n2c(=O)[nH]c3ccccc32)CC1 (centres undefined)	-2%	-2%	8%	22µM*	5	i	3%	-13%	-25%
CCCCn1c(=O)c(C=Nc2ccc(Cl)cc2)c(O)n(Cc2ccco2)c1=O	0%	?	8%	1%	14	i	-3%	i	13%
C[C@]12CCC3[C@@H](CC[C@H]4C[C@@H](O)CC[C@]34C)C1CCC2=O (some centres undefined)	5%	106%[activator]	22%	?	9	i	-32%[inhibitor]	-16%	11%
c1cncc(C2CCCCN2)c1 (centres undefined)	-6%	10%	0%	6%	14	i	2%	-15%	-12%
O=C(O)c1cccc(NC(=O)N2C[C@H]3C[C@@H](C2)c2cccc(=O)n2C3)c1	-11%	9%	-4%	21%	-11	i	12%	i	-6%
COc1ccc2[nH]c3c(c2c1)CCN=C3C	5%	-19%	0%	17%	26	i	-5%	-21%	?
CC(=O)Nc1ccc2c(c1)CC1(C(=O)N(C)C(=O)N(C)C1=O)C1CCCN21 (centres undefined)	10%	12%	-2%	6%	-11	i	14%	i	41%
C1CC2NCCC3NCCC(N1)N32 (centres undefined)	-3%	15%	-7%	4%	11	i	15%	-9%	-34%
C[C@H](CO)N1C[C@H](C)[C@@H](CN(C)Cc2ccc(-c3ccccc3)cc2)Oc2c(NC(=O)c3ccncc3)cccc2C1=O	0%	?	-4%	12%	10	i	19%	-15%	13%
COc1ccc(-c2nc(CN3C(=O)CN=C(c4ccccc4Cl)c4cc(Cl)ccc43)c(C)o2)cc1OC	.	-29%	.	0%[9.22 µM]	.	.	4%	-12%	?
COc1ccc(/C=C2\C(=N\O)C3CCN2CC3)cc1	-3%	?	1%	13%	-4	i	6%	i	15%
CCCCCCCCn1sccc1=O	-60%[inhibitor]	-22%	-13%	?	-81*	i	-94%[inhibitor]	-46%[inhibitor]	-18%
Cc1ccc(N2CCN(C(=O)c3cn(CC4CCCCC4)nn3)C(C)C2)cc1 (centres undefined)	15%	?	0%	29%	-13	i	19%	-42%[inhibitor]	39%
C[C@]12C=CC(=O)C=C1CC[C@@H]1C2=CC[C@]2(C)[C@@H](C(=O)CN3CCN(c4cc(N5CCCC5)nc(N5CCCC5)n4)CC3)CC[C@@H]12	8%&28%	-3%	-4%	-31%[inhibitor]	-16	i	-12%	2%	?
O=C1NC(=O)N(c2ccccc2)C(=O)/C1=C/c1ccc(Sc2ccccc2)o1	?	-22%	-2%	-28%	-18	i	-8%	-13%[57.5 µM]	31%
Cc1ccc(-c2nnc(Nc3ccc(Br)cc3)c3ccccc23)cc1S(=O)(=O)NCc1nc2ccccc2[nH]1	.	?	.	0%	.	.	10%	i	?
O=[N+]([O-])c1oc2ccc3ccccc3c2c1CCO	-23%	?	11%	?	1	i	-18%	i	.
O=C(c1ccc(CS(=O)(=O)c2ccc(Br)cc2)o1)N1CCC2(CC1)OCCO2	-4%	-2%	27%	32%	22	i	-4%	-14%	-1%
COc1ccc(N2C(=O)NC(=O)/C(=C\c3ccc([N+](=O)[O-])s3)C2=O)cc1	5%	-19%[7.66 µM]	3%	22%[9.22 µM]	-2	i	-44%[inhibitor]	-18%	?
CN1C(=O)C(Cc2ccccc2)C(=O)N(C)C1=O	-1%	10%	-2%	0%	-8	i	0%	i	.
Cn1c(C(=O)NCCOc2ccccc2Cl)cc(=O)n(C)c1=O	-7%	3%	2%	-33%[inhibitor]	5	i	-19%	i	7%
CC1=CC2OC3CC4OC(=O)C=CC=CC(=O)OCCC(C)C(O)C(=O)OCC2(CC1O)C4(C)C31CO1 (centres undefined)	?	-74%	-23%	13µM*	-8	i	-19%	-2%	.
Cc1ccc(OCC(=O)Nc2ccc(Cl)cc2C(=O)c2ccccc2)cc1C	.	10%	.	10%	.	.	5%	-21%	-5%
COc1ccc(-c2cc3cc(OC)c(OC)cc3cn2)cc1OC	-1%	14%	18%	17%	9	i	0%	-3%	0%
O=C1CC(N2CC=C(c3ccc(F)cc3)CC2)C(=O)N1c1ccc(F)cc1 (centres undefined)	14%	0%	1%	?	19	i	-3%	-7%[57.5 µM]	?
c1ccc(-c2[nH]c(-c3ccccc3)[n+](CC3CO3)c2-c2ccccc2)cc1 (centres undefined)	-3%	?	-17%	27%	?	i	-11%	-24%	.
CCOC(=O)C1=C(CN2CCN(c3ccc(C)cc3C)CC2)NC(=O)NC1c1ccc(OC)cc1 (centres undefined)	.	?	.	5%	.	.	18%	-86%[inhibitor]	29%
CC(C)(C)N1CC(C(=O)c2ccccc2)C1c1ccccc1 (centres undefined)	-1%	?	9%	-13%	-11	i	0%	15%	.
Cn1c(O)c(C=Nc2ccc(Br)cc2)c(=O)n(C)c1=O	12%	3%	-6%	15%	-10	i	3%	i	-2%
Cc1ccc2nc(N3CCC(C(=O)N4CCC5(CC4)OCCO5)CC3)sc2c1	1%	2%	-2%	5%	-51*	i	4%	-77%[inhibitor][57.5 µM]	-9%
Cc1cnn(C2CCN(C)CC2)c1N	2%	-6%	4%	24%	-1	i	8%	-8%[57.5 µM]	31%
CCOc1ccccc1-n1c(O)c(C=NCCCN(CC)CC)c(=O)[nH]c1=O	1%	5%	-3%	-14%	-7	i	22%	-21%[57.5 µM]	-14%
CCCCn1c(=O)c(C(=O)NCCc2ccccc2)c(O)c2ccccc21	-1%	11%	-3%	-6%	3	i	-20%	i	-8%
CN1CCN(C(=O)COc2ccc(S(=O)(=O)Nc3ccc(Cl)cc3)cc2)CC1	-3%	?	3%	10%	-14	i	-3%	-25%	-29%
Cc1ccccc1CCNCc1cc2cccc(C)c2[nH]c1=O	-3%	-30%	-5%	14%	-11	i	7%	-9%	2%
CCc1cccc(CC)c1NC(=S)N1CC2CC(C1)c1cccc(=O)n1C2 (centres undefined)	1%	6%	-1%	18%	5	i	?	i	-22%
O=C(c1cccn2c(=O)c3cc(Br)ccc3nc12)N1CCC2(CC1)OCCO2	10%	3%	-8%	-20%	-18	i	-4%	21%[57.5 µM]	25%
O=C(Nc1ccc(Br)cc1)c1ccc(Cl)c(S(=O)(=O)N2CCCCCC2)c1	.	-25%	.	15%	.	.	-1%	-48%[inhibitor]	-14%
Cn1c(N)c(C(=O)COC(=O)Cc2ccccc2)c(=O)n(C)c1=O	5%	5%	4%	-8%	7	i	2%	-2%	-5%
COc1cc(C2NCc3ccccc3-n3cccc32)ccc1O (centres undefined)	-8%	10µM*	-3%	11%	?	i	-18%	-19%[57.5 µM]	3%
COC(=O)C(O)(c1ccc(NC(=O)c2cccs2)c(C)c1)C(F)(F)F (centres undefined)	-2%	-15%	0%	4%	-22	i	2%	i	10%
